Compound activity (PubChem)
ELG1 genotox = inducers of genotoxicity in HEK293T ELG1-luciferase cells. HEK293T ELG1-luciferase reporter, luminescence, 16 h. Potency, µM (highest dose often 46 µM), for the others: top-dose activity change, positive = activation, hits mostly activators. 330,000 compounds, 1.3% hits; also: % of control where 0% means no effect; nearly all actives have a fitted effect of over 60% in size
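Cells (2,000/well) expressing the ELG1-luciferase fusion are dosed by pin tool and kept 16 hr at 37 °C, 5% CO2. Signal comes from ONE-Glo luciferase reagent after 30 min at room temperature.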
RORgamma inh = blocks mouse ROR gamma transcriptional activity | Potency, µM (highest dose often 53.6 µM), without a hit: at the top dose activity change, negative = inhibition, usual class: inhibitors | AID 2551 | Drosophila S2 Gal4-RORgamma UAS-luciferase reporter, 20 h | 310,000 compounds, 5.4% hits | P51450; also: % is scaled to controls: 0 for no effect and ±100 for the full control effect; nearly all actives have a fitted effect of over 60% in size
Target sequence (P51450 whole entry, looked up, the tested form may be a part): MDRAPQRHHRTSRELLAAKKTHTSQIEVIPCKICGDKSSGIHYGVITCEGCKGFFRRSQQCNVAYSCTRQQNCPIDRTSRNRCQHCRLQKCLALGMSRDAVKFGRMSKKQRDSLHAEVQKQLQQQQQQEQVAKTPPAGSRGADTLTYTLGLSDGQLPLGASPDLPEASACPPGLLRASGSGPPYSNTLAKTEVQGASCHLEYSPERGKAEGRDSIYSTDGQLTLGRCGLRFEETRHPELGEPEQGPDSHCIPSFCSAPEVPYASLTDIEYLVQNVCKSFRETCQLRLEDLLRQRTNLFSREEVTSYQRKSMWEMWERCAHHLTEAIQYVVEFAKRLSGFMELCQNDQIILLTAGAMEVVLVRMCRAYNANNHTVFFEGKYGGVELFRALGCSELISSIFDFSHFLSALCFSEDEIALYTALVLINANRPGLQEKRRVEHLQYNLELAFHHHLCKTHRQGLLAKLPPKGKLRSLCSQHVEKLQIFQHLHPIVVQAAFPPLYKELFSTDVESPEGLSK
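Read-out: Photinus luciferase luminescence; inhibitors lower reporter signal. Insect Schneider cells with Gal4-ROR gamma fusion under metallothionein promoter, UAS reporter; 700 uM final copper sulfate induction, 20 hr, ambient temperature.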
MBNL1 CUG block = inhibitors of human MBNL1 binding to CUG repeat RNA; Q9NR56; TR-FRET MBNL1-His/biotin-(CUG)12 binding, 665/545 ratio; Potency, µM (highest dose often 57.5 µM), without a hit: at the top dose activity change, negative = inhibition, actives largely listed as inhibitors; 280,000 compounds, 0.036% hits; active = well fitted inhibition curve with a large enough effect in the signal ratio, with a control signal flat, not every such curve was filed as active; inconclusive = small, poorly fitted or top-dose-only effect, or effect the other way, or a change in a side signal; inactive = no such curve, though single readings can be large or run the other way; the % refers to the signal ratio; also: % is scaled to controls: 0 for no effect and ±100 for the full control effect
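Compound titration spanned 92 nM–58 uM against the MBNL1-His/biotin-(CUG)12 complex. After 60 min at room temperature with 5 nM streptavidin-XL665 and 0.055 ng/ul terbium anti-His, ratiometric 665/545 nm emission (Ex 340 nm) normalized to controls.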
NPC1 promoter act = activates the NPC1 promoter; AID 485313; Huh7 NPC1 promoter luciferase reporter, 24 h; Potency, µM (highest dose often 9.22 µM), inactives show at the highest dose activation, most hits filed as activators; 320,000 compounds, 2.4% hits;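 also: % of control where 0% means no effect; nearly all actives have a fitted effect of over 60% in size; reporter is driven by a mutant NPC1 promoter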
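Quantitative HTS used a cell-based reporter: Huh7 cells stably bearing the NPC1 promoter upstream of luciferase were treated with compounds for 24 h, and promoter activation was read as luminescence.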
p53 reactivator = restores transcriptional activity of mutant p53 | H1299 p53-A138V BP100-luciferase reporter, luminescence, 24 h | Potency, µM (doses to about 92.2 µM), for inactives: at the top dose activity change, positive = activation, usual class: activators | 320,000 compounds, 0.063% hits | AID 504706; also: % of control where 0% means no effect; nearly all actives have a fitted effect of over 45% in size
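p53-null H1299 cells stably carrying temperature-sensitive p53-A138V and a BP100-luciferase reporter were pinned with compounds (4-point, 1:5 series) and held 24 hrs at 37 deg C. Luminescence was read 10 min after detection reagent.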
MLL CXXC-DNA inh = MLL CXXC-DNA interaction inhibition | Q03164 | MLL-CXXC / FITC-HOXA9 DNA fluorescence polarization | Potency, µM (top dose mostly 115 µM), for inactives: at the highest dose activity change, negative = inhibition, usual class: inhibitors | 290,000 compounds, 0.037% hits | AID 2662; active = well fitted inhibition curve with a large enough effect in the polarisation, with a control signal flat, not every such curve was filed as active; inconclusive = small, poorly fitted or top-dose-only effect, or effect the other way, or a change in a side signal; inactive = no such curve, though single readings can be large or run the other way; the % refers to the polarisation
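Purified MLL-CXXC (added from a 7 uM solution) was preincubated 5 min at ambient with pinned compounds in 50 mM Tris-HCl pH 7.5, 50 mM NaCl, 1 mM DTT, 0.05% BSA. Fluorescein-labeled HOX-A9 DNA (50 nM solution) followed, 30 min, then polarization read.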
Rab9 prom act = activates the Rab9 promoter; Huh7 Rab9 promoter-luciferase reporter, luminescence, 24 h; Potency, µM (titrated, usually from 9.22 µM), for the others: top-dose activation, negative = inhibition, most hits filed as activators; 320,000 compounds, 2.8% hits; also: % of control where 0% means no effect; nearly all actives have a fitted effect of over 60% in size
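Cell-based reporter: Huh7 stable for Rab9 promoter-driven luciferase, plated in reduced-serum medium with 10% FBS at 1500 cells/well, compound-treated 24 h at 37 °C, luminescence read after 10 min reagent.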
uPA generation = blocks generation of uPA at the cell surface; 330,000 compounds, 0.31% hits; AID 540303; Potency, µM (doses to about 38.3 µM), for the others: at the top dose activity change, negative = inhibition, usual class: inhibitors; cell surface uPA generation assay, qHTS; active = well fitted inhibition curve with a large enough effect; inconclusive = small, poorly fitted or top-dose-only effect; inactive = no such curve, though single readings can be large or run the other way; tested in mouse RAW 264.7 cells; also: % is scaled to controls: 0 for no effect and ±100 for the full control effect; nearly all actives have a fitted effect of over 55% in size
VP16 counter = Gal4-VP16 reporter inhibition counter-screen; Drosophila S2 Gal4-VP16 UAS-luciferase, luminescence, 20 h; 310,000 compounds, 3.5% hits; Potency, µM (titrated, usually from 53.6 µM), for inactives: at the highest dose activity, negative = inhibition, actives largely listed as inhibitors;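 also: Gal4-VP16 expression switched on by copper sulfate through the metallothionein promoter; % is scaled to controls: 0 for no effect and ±100 for the full control effect; nearly all actives have a fitted effect of over 50% in size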
BRCA1 expr up = activators of BRCA1 expression. 380,000 compounds, 1.1% hits. MCF7-BRCA1-FFLuc reporter, luminescence, 48 h; response scale: scaled: vehicle 0%, 10 µM genistein 100%. Potency, µM (doses to about 46.1 µM), inactives show at the top dose activation, usual class: activators; also: nearly all actives have a fitted effect of over 80% in size; some results filed as inactive show a strong effect at the top dose
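48 h compound treatment of MCF7-BRCA1-FFLuc cells (phenol-red free MEM, 37 °C), then 15 min with luciferase substrate and luminescence imaging.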
FLuc modulator = firefly luciferase modulation, counter-screen for miR-21 project. P08659. purified FLuc, Km substrates, luminescence inhibition. Potency, µM (titrated, usually from 57.5 µM), without a hit: top-dose activity change, negative = inhibition, usual class: inhibitors. 360,000 compounds, 6.9% hits;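 also: plate controls were vehicle for no effect and reference inhibitor for full effect; nearly all actives have a fitted effect of over 55% in size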
Target sequence (P08659 whole entry, looked up): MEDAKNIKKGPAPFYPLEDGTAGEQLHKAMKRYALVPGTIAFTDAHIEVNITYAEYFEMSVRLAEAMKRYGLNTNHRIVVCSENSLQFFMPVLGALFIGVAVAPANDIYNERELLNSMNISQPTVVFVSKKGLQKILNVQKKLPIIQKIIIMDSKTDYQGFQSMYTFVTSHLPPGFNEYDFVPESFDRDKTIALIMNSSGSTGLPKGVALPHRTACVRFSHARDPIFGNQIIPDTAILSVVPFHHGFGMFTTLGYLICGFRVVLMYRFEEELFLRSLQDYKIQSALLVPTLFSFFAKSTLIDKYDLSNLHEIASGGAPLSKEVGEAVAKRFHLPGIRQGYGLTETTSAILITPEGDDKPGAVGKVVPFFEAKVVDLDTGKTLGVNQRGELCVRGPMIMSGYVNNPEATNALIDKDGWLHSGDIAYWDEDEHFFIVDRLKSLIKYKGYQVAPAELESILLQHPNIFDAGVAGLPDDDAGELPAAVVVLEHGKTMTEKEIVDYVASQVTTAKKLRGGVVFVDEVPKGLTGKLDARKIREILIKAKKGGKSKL
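Purified P. pyralis luciferase (10nM final) with 10uM D-luciferin and 10uM ATP (Km levels) in 50mM Tris acetate pH 7.5, 10mM Mg acetate, 0.01% Tween-20, 0.05% BSA; qHTS 6-point titration, ~60 µM downward; luminescence read.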
* hit, by the source's call; ? = inconclusive; · = not tested or not shown; [ ] = dose if it differs, or a comment. Unless noted, calls follow the shape of the dose curve; as a rule, active = well fitted curve in the direction sought with a large enough effect; inconclusive = small, poorly fitted or top-dose-only effect, or another doubt; inactive = no such curve, though single readings can be large; an effect the other way counts as inactive or inconclusive. Potency is read from the fitted curve at half-maximal effect. Some of the compounds tested; count on the stated rates, not on these rows.

SMILES	ELG1 genotox	RORgamma inh	MBNL1 CUG block	NPC1 promoter act	p53 reactivator	MLL CXXC-DNA inh	Rab9 prom act	uPA generation	VP16 counter	BRCA1 expr up	FLuc modulator
CNC(=S)N(CCc1c(C)[nH]c2ccc(OC)cc12)Cc1cc(OC)c(OC)c(OC)c1	-1%	17%	-21%	-5%	-1%	-8%	-3%	10%	-8%	-31%	9%
Oc1ccc(C2=Nn3c(nnc3-c3ccco3)SC2)cc1O	?	0%	?	-4%	4%	7%	-9%	-15%	-8%[0.365 µM]	-68%	9%
CC(=O)Oc1ccc(C(=O)NC(C)CCc2ccccc2)cc1 (stereo not given)	4%	-2%	-1%	-4%	·	2%	-2%	9%	-8%	26%	-2%
COc1ccc(NC(=O)C2CCN(C(=O)[C@@H]3Cc4ccccc4CN3)CC2)cc1	4%	21%	5%	7%	15%	6%	-2%	5%	10%	36%	-5%
Cc1ccc(CC(=O)NCCCc2ccccc2)cc1	9%	0%	3%	1%	2%	-14%	23%	1%	14%	20%	1%
Cc1cc(N2CCCCC2)nc2c(C)cccc12	0%	?	-9%	-3%	3%	9%	-4%	·	-7%[10 µM]	-11%	-18%
Cc1cc(NC(=O)CCN2C(=O)C3C4C=CC(C4)C3C2=O)c2ccccc2n1 (stereo not given)	-14%	37%	2%	-3%	-11%	-1%	-4%	-6%	-16%	-9%	0%
COc1ccc(N(CC(=O)NCCC2=CCCCC2)S(C)(=O)=O)cc1OC	-1%	0%	-6%	-1%	-5%	3%	-2%	·	-1%	-15%	1%
Cn1c(CN2CCCC2)nc2cc(NC(=O)COc3ccc([N+](=O)[O-])cc3)ccc21	-7%	?	?	-4%	-13%	-3%	-9%	-4%	-1%	-38%	6%
O=P(O)(O)COc1ccccc1P(=O)(c1ccccc1)c1ccccc1	-11%	-26%	1%	-3%	-4%	10%	0%	5%	9%	0%	4%
C[C@H](NC(=O)N1CCn2c1nc1ccccc12)C(=O)NC1CC1	0%	-5%	-1%	1%	-3%	-4%	-8%	14%	1%	-36%	2%
CC(C)Cc1ccc(C#N)c(SCC(N)=O)n1	-1%	13%	9%	-1%	-5%	-4%	1%	6%	0%	15%	0%

The final three records of the part before lead into the next:
SMILES	ELG1 genotox	RORgamma inh	MBNL1 CUG block	NPC1 promoter act	p53 reactivator	MLL CXXC-DNA inh	Rab9 prom act	uPA generation	VP16 counter	BRCA1 expr up	FLuc modulator
O=P(O)(O)COc1ccccc1P(=O)(c1ccccc1)c1ccccc1	-11%	-26%	1%	-3%	-4%	10%	0%	5%	9%	0%	4%
C[C@H](NC(=O)N1CCn2c1nc1ccccc12)C(=O)NC1CC1	0%	-5%	-1%	1%	-3%	-4%	-8%	14%	1%	-36%	2%
CC(C)Cc1ccc(C#N)c(SCC(N)=O)n1	-1%	13%	9%	-1%	-5%	-4%	1%	6%	0%	15%	0%
CC(C)NS(=O)(=O)c1ccc(Br)c(C(=O)OC(C)C(=O)NC2CCCCC2C)c1 (stereo not given)	-5%	·	·	-1%	-1%	·	-3%	27%	·	-26%	-1%
Cc1sc2nc(SCC(=O)N(CCO)CCO)n(C3CCCCC3)c(=O)c2c1C	4%	-15%	-10%	-5%	-4%	-7%	2%	-2%	0%	9%	0%
COc1cccc(CNC(=O)CSc2nnc3c(n2)[nH]c2ccc(OC)cc23)c1	-8%	1%	3%	0%	3%	11%	-2%	-3%	0%	-22%	1%
CCOC(=O)CCNC(=O)c1ccccc1Br	7%	-3%	3%	-1%	8%	-2%	3%	2%	13%	0%	-9%
CCN1CCN(CCC(=O)Nc2ccccc2C)CC1	0%	6%	8%	-1%	11%	10%	4%	4%	3%	-1%	0%
CC1Sc2ccc(S(=O)(=O)NCCc3ccccc3)cc2NC1=O (stereo not given)	0%	1%	2%	1%	1%	4%	12%	-13%	6%	1%	2%
Cn1cc([N+](=O)[O-])c(C(=O)N/N=C/c2ccncc2)n1	4%	2%	?	?	-5%	16%	13%	0%	2%	1%	-1%
Cc1c([N+](=O)[O-])cc(C(=O)N2CCOCC2)cc1[N+](=O)[O-]	0%	-2%	?	-3%	3%	-7%	-7%	-1%	-8%	-1%	4%
COc1cccc(NC(=O)c2ccc3c(c2)N(CC(=O)N2CCCCC2)C(=O)C(C)(C)O3)c1	-3%	21%	1%	-3%	?	0%	4%	7%	-1%	-12%	0%
O=c1cc(NCc2ccc3c(c2)OCO3)[nH]c(=O)n1-c1ccc(Cl)cc1	-1%	1%	-16%	1%	-13%	17%	2%	-1%	?	-7%	2%
CC1(C)CC(=O)C=C(Nc2ccc(F)c(Cl)c2)C1	-7%	-23%	-13%	-3%	6%	30%[activator]	-4%	-21%	2%	1%	-1%
Clc1ccc(SCCOCCN2CCc3ccccc3C2)cc1	-8%	-20%	3%	-7%	-3%	-3%	-2%	-6%	4%[10 µM]	-57%	3%
CC1CCCCC1NC(=O)CCS(=O)(=O)c1cccc2nonc12 (stereo not given)	4%	-15%	?	9%	-2%	5%	5%	1%	3%	9%	1%
O=C(c1cccc(C(F)(F)F)c1)N1CCC(O)(CS(=O)(=O)Cc2ccc(Cl)cc2)CC1	-6%	39%	?	1%	-12%	6%	-2%	·	-4%	-33%	-1%
CCCOc1ccc(C(=O)CCC(=O)NNC(=O)Cn2nc(C)cc2C)cc1	-4%	·	·	-3%	3%	·	2%	-2%	·	3%	-5%
Cc1cccn2c(=O)c(/C=C(\C#N)C(=O)NCc3ccco3)c(N3CCCCCC3)nc12	-9%	27%	?	-2%	-2%	-9%	-6%	-24%	-1%	-40%	2%
Nc1c(C(=O)Nc2ccccc2)nnn1-c1ccc2c(c1)OCCO2	0.18µM*	10µM*	0%	0.22µM*	·	2%	0.1µM*	-2%	?	68%	0.85µM*
CCc1cc(=O)oc2c3c(cc(OCC(=O)NCCCC(=O)O)c12)OC(C)(C)CC3	-1%	10%	14%	2%	-2%	4%	-3%	-4%	-4%	-5%	?
O=C(COC(=O)CCSc1ccccc1Cl)NCc1ccco1	-4%	11%	-2%	2%	-9%	9%	1%	3%	1%	-3%	?
COc1ccc(NC(=O)CCS(=O)(=O)c2ccc(OC)cc2)cc1	-1%	12%	6%	-7%	7%	1%	-1%	4%	?	-4%	0%
CCn1c(SCC(=O)N2CCc3ccccc32)nnc1-c1ccco1	0%	15%	-10%	-4%	-1%	-8%	2%	2%	-1%	18%	0%
Cc1ccc(Nc2ncnc3nc[nH]c23)cc1Cl	5.8µM*	-40%	2%	3.5µM*	?	-7%	3.2µM*	?	2%	?	?
N/C(CC(=O)Nc1ccc(F)cc1F)=N\OC(=O)c1cccs1	-3%	4%	·	-2%	17%	0%	0%	-10%	-5%	-2%	-6%
CN=C(Cc1ccccc1)C1=C(O)CC(C)(C)CC1=O	0%	-16%	·	0%	-2%	13%	0%	2%	-6%	1%	-4%
Cc1ccc(OCC(=O)NCCNC(=O)c2cccnc2)cc1C	-6%	5%	1%	2%	1%	26%	2%	2%	-12%	-6%	-2%
NC(=O)C1CCN(CCS(=O)(=O)c2ccc(Cl)cc2)CC1	3%	-9%	0%	1%	3%	-17%	-3%	?	-7%	-25%	1%
Oc1c(Br)cc(/C=N/n2c(-c3ccccc3)n[nH]c2=S)c(O)c1Br	-4%	1%	5%	7%	-14%	-11%	-6%	-10%	-2%	-50%	-19%

Full records as entered above.
CCn1c(SCC(=O)N2CCc3ccccc32)nnc1-c1ccco1 as listed: ELG1 genotox = 0%; RORgamma inh = 15%; MBNL1 CUG block = -10%; NPC1 promoter act = -4%; p53 reactivator = -1%; MLL CXXC-DNA inh = -8%; Rab9 prom act = 2%; uPA generation = 2%; VP16 counter = -1%; BRCA1 expr up = 18%; FLuc modulator = 0%
CN=C(Cc1ccccc1)C1=C(O)CC(C)(C)CC1=O as listed: ELG1 genotox = 0%; RORgamma inh = -16%; MBNL1 CUG block = ·; NPC1 promoter act = 0%; p53 reactivator = -2%; MLL CXXC-DNA inh = 13%; Rab9 prom act = 0%; uPA generation = 2%; VP16 counter = -6%; BRCA1 expr up = 1%; FLuc modulator = -4%
